Giardia killer – Giardia lamblia killing | activity change, % at 7.66 µM, hits read low | Giardia lamblia trophozoite viability | 0.15% of 340,000 active; in the data active means activity change below about -80%; inconclusive means between about -30% and that limit;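 further: parasites exposed to compound for two days anaerobically before the ATP read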
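Luminescent ATP signal served as the viability read-out, measured 15-30 min after adding ATP detection reagent to trophozoites that had been incubated with compounds for 48 hrs at 37 deg C anaerobically at 100 cells/well.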
KCNH2 WT inh – blocks the wildtype human KCNH2 potassium channel. activity change, % at 1.84 µM. 0.37% of 340,000 active. AID 720551. U2OS, BacMam KCNH2, thallium flux FluxOr; hits give low values;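 active means maximum activity change below -70%; inconclusive means maximum activity change between -70% and -50%; inactive means maximum activity change above -50%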
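U2OS cells transduced with wild-type KCNH2 virus are loaded with FluxOr dye for 45 min, and thallium flux is measured in kinetic reads before and after stimulation buffer. Rate constants are normalized to DMSO controls.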
GALK inh – inhibitors of human galactokinase; P51570; Purified GALK, Kinase-Glo residual ATP luminescence; Potency, µM (doses to about 57.5 µM), inactives show top-dose activity change, negative = inhibition, hits mostly inhibitors; 0.007% of 270,000 active; AID 1868; further: potency means the concentration at half of the fitted maximal effect
Target sequence (P51570 whole entry, looked up): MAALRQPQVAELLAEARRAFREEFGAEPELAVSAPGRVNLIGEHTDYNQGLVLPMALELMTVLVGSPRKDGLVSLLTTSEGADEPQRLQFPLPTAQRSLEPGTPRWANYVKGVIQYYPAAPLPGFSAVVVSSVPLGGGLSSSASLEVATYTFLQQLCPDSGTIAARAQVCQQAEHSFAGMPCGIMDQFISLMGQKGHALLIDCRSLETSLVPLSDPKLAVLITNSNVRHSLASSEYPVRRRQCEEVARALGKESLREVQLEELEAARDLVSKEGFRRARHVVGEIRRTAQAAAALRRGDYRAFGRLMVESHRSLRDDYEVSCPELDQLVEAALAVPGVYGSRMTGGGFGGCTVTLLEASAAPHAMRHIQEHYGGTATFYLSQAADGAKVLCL
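Quantitative HTS: GALK 5 nM, ATP 35 uM, galactose 100 uM, 1 h room temperature, then luciferase-based ATP detection.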
B2AR arrestin – agonists driving beta-arrestin recruitment to human beta2-adrenergic receptor. P07550. beta-arrestin recruitment to beta2AR, cell-based reporter. Potency, µM (doses to about 46.1 µM), without a hit: top-dose activation, usual class: activators. 0.02% of 330,000 active. AID 492947;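 further: potency means the concentration at half of the fitted maximal effect; 0% = DMSO controls and full agonism = EC100 isoproterenol or metaproterenol; nearly all actives have a fitted effect of over 65% in size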
KCNH2 3.1 inh – inhibitors of human KCNH2 3.1 potassium channel isoform; U2OS KCNH2 3.1, thallium flux FluxOr; hits give low values; activity change, % (tested at about 1.8 µM); 0.95% of 340,000 active;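 active means maximum activity change below -70%; inconclusive means maximum activity change from -70% to -50%; inactive means maximum activity change above -50%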;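 further: thallium influx rate constant from kinetic fluorescence after stimulation buffer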
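Thallium flux via FluxOr fluorescence (Red40 quencher, 45 min loading) in U2OS cells virally expressing the KCNH2 3.1 isoform (1.77 x 10^8 /mL virus, overnight at 37 C). Rate constants from 2-min kinetic reads post-stimulation, normalised to positive and negative controls.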
USP2a block – blocks human ubiquitin-specific protease USP2a | Potency, µM (top dose mostly 38.3 µM), inactives show at the top dose activity change, negative = inhibition, usual class: inhibitors | 0.01% of 330,000 active | USP2 core, Ub-CHOP2 coupled fluorogenic reporter, 485/531 | O75604;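 further: potency means the concentration at half of the fitted maximal effect; plate controls were DMSO wells for no effect and full inhibition by NEM control for full effect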
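USP2 core (10nM final) preincubated 30min RT with compound in 20mM Tris-HCl pH 8.0, 2mM CaCl2, 2mM beta-mercaptoethanol, 0.05% CHAPS; 25nM Ub-CHOP2 plus 25nM reporter substrate added, fluorescence (Ex485/Em531) read after 60min.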
PKM2 activator – activators of human pyruvate kinase M2; P14618; purified PKM2, Kinase-Glo ATP luminescence, activation; response scale: 0% is enzyme alone, no compound; Potency, µM (doses to about 57.5 µM), for inactives: at the top dose activation, actives largely listed as activators; 0.34% of 260,000 active; further: potency means the concentration at half of the fitted maximal effect; nearly all actives have a fitted effect of over 55% in size
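Purified hPK-M2 (>95% pure) converted ADP (0.1 mM final) to ATP with 0.5 mM PEP in 50 mM imidazole pH7.2, KCl, MgCl2, Tween 20, BSA; 1 h at room temperature. ATP detected by Kinase-Glo luminescence.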
BCR signal inh – inhibitors of chronic active B-cell receptor signaling | 0.05% of 340,000 active | ABC-DLBCL IkBa-CBG/CBR reporter, luminescence ratio, 4 h | Potency, µM (series often up to 46.1 µM), without a hit: at the top dose ratio change, negative = lower green/red ratio, hits mostly inhibitors; active means well fitted inhibition curve with a large enough effect in the signal ratio, with a control signal flat, not every such curve was filed as active; inconclusive means small, poorly fitted or top-dose-only effect, or effect the other way, or a change in a side signal; the % refers to the signal ratio;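 further: potency means the concentration at half of the fitted maximal effect; plate controls were basal doxycycline-induced cells for no effect and cells given 10 µM MG132 for full effect; MG132 reads +100%, hits lower the ratio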
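Concentration-response series (up to 46 uM) were applied to TMD8 dual-reporter cells for 4 h at 37C with doxycycline. Green/red ratio, after filter-overlap correction, defined %Activity; red signal alone was normalised to basal cells and zero luminescence.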
FBPA coupling cs – coupling enzyme interference in Giardia aldolase counter-screen; AID 2472; activity change, negative = inhibition, % at 58.2 µM, hits read low; 0.67% of 290,000 active; coupling enzyme system counterscreen, AmpLite Red fluorescence; in the data active means activity change below about -30%
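Activity here indicates interference with the coupling reaction, not aldolase inhibition. Compounds at 57.5 uM final met coupling enzymes for 10 min at RT; substrate and AmpLite Red detection followed, with a 525/598 nm fluorescence read after 20 min.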
Eya2 phos inh – Eya2 (human) phosphatase inhibition; O00167; recombinant Eya2, OMFP fluorescence dephosphorylation (OMFP is methylfluorescein phosphate); Potency, µM (series often up to 76.9 µM), for inactives: top-dose activity, negative = inhibition, usual class: inhibitors; 0.006% of 330,000 active; AID 488837; further: potency means the concentration at half of the fitted maximal effect
Target sequence (O00167 whole entry, looked up): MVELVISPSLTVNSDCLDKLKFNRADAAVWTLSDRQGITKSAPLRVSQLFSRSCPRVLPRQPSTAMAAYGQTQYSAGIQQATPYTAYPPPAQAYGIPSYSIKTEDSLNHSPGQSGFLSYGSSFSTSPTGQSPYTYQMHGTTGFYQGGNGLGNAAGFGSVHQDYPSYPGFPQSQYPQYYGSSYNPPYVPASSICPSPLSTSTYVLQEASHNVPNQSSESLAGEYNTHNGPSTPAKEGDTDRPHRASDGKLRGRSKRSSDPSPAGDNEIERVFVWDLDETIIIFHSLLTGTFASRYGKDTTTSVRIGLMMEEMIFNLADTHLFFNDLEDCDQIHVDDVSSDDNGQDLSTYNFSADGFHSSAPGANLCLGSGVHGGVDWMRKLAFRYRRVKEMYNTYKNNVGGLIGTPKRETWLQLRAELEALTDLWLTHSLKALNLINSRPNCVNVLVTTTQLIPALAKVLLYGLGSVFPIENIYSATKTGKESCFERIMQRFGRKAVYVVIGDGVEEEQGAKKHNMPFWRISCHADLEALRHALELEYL
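Eya2 protein (added as 0.2 uM solution) was preincubated with compound for 10 min at ambient temperature in 50 mM HEPES pH 7.5, 50 mM NaCl, 5 uM MgCl2, 0.05% BSA, 1 mM DTT. OMFP (added at 50 uM) then reacted 10 min; fluorescence read at 485/525 nm.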
uPA generation – cell surface uPA generation inhibition; cell surface uPA generation assay, qHTS; Potency, µM (highest dose often 38.3 µM), inactives show at the highest dose activity change, negative = inhibition, usual class: inhibitors; 0.31% of 330,000 active; AID 540303; active means well fitted inhibition curve with a large enough effect; inconclusive means small, poorly fitted or top-dose-only effect; inactive means no such curve, though single readings can be large or run the other way; tested in mouse RAW 264.7 cells; further: potency means the concentration at half of the fitted maximal effect; nearly all actives have a fitted effect of over 55% in size
* marks the source's active call; other numbers are inactive results; ? = inconclusive; . = no result given; [ ] = dose if it differs, or a comment. Unless noted, the call rests on the fitted dose curve; in most records, active means well fitted curve in the direction sought with a large enough effect; inconclusive means small, poorly fitted or top-dose-only effect, or another doubt; inactive means no such curve, though single readings can be large; an effect the other way counts as inactive or inconclusive. Unless noted, on the % scale 0 is the no-effect control and ±100 the full control effect.

Order of results: Giardia killer	FBPA coupling cs	B2AR arrestin	uPA generation	BCR signal inh	USP2a block	KCNH2 WT inh	PKM2 activator	GALK inh	KCNH2 3.1 inh	Eya2 phos inh
CCOc1ccc(Cl)cc1C1=CC(=O)C[C@H](c2ccc(OC)cc2)C1
 : 24.5	.	-0.4%	?	?	-22.1%	1.4	.	.	-18.7	-32.2%
CCCCN1C(=O)C2NN=C(C(=O)OC)C2C1=O (stereo not given)
 : 6.7	0.0	0.1%	-1.0%	6.5%	5.8%	-7.1	4.2%	3.0%	-4.3	32.3%
Cc1ccc(SCCNC(=S)Nc2ccc(C)c(C)c2)cc1
 : -4.7	1.5	-0.5%	1.4%	17.8%	4.1%	-16.0	3.7%	-0.9%	-1.9	-3.9%
O=C(CN1c2cccc3cccc(c23)S1(=O)=O)NCc1ccc(F)cc1
 : 2.8	.	-1.0%	0.2%	-4.4%	3.1%	6.1	.	.	35.1	0.1%
CCc1ccc2nc(NC3=NCN(CCN4CCOCC4)CN3)nc(C)c2c1
 : .	2.2	-0.2%	.	-19.3%	-0.7%	.	-10.3%	-0.4%	.	8.4%
CC1CCc2cc(F)ccc2N1C(=O)CN1C(=O)c2ccccc2C1=O (stereo not given)
 : 4.4	-0.5	-2.3%	0.7%	-0.6%	3.5%	-4.6	1.6%	-1.8%	2.1	6.4%
Cc1cc(C)c2c(=O)n(-c3ccccc3)[nH]c2n1
 : -3.9	2.9	0.4%	-0.2%	7.0%	-0.1%	-2.2	-11.3%	3.2%	-27.0	17.3%
O=C(O)c1ccccc1C(=O)O
 : 3.3	.	0.3%	3.0%	-5.7%	-0.6%	-2.5	.	.	1.9	11.4%
NC(=O)NS(=O)(=O)Oc1ccccc1
 : 15.7	0.2	-0.7%	-2.6%	-2.0%	-2.4%	-3.8	-1.9%	.	9.1	5.6%
CCOC(=O)c1cc(-c2csc(Nc3ccccc3Cl)n2)on1
 : 3.4	-0.2	-0.2%	0.4%	-6.4%	1.1%	-0.5	-3.6%	0.1%	-26.0	-12.9%
COC(=O)c1ccc2c(c1)NC(=O)C(N1CCCCC1)S2 (stereo not given)
 : -0.9	-0.9	0.4%	.	8.0%	-0.5%	12.8	-0.7%	0.8%	9.4	-16.3%
COC(=O)c1c(C(=O)OC)c(-c2ccc(F)cc2)n2c1CS(=O)C2 (stereo not given)
 : 2.8	1.2	-1.1%	3.2%	-1.4%	0.6%	-6.6	.	.	5.0	6.7%
CCOc1ccccc1/C=N/NC(=O)c1cccc(S(=O)(=O)N2CCOCC2)c1
 : -27.5	-18.8	0.4%	0.5%	-7.8%	1.0%	-3.8	-2.7%	7.1%	8.7	-6.2%
O=C(c1ccccc1)c1ccc2c(c1)OCCOCCOCCO2
 : -5.1	-0.2	0.1%	-0.6%	?	1.8%	-20.5	-1.2%	0.3%	-12.1	-12.3%
C/C(=N/NC(=O)c1sc(NS(=O)(=O)c2ccc(C)cc2)nc1C)c1sc(N)nc1C
 : -2.4	2.6	-0.2%	0.7%	-19.8%	6.6%	-2.4	-0.2%	-0.3%	19.5	0.6%
CC(C)(C)c1cc(CNC2CS(=O)(=O)C[C@@H]2O)cc(C(C)(C)C)c1O (stereo not given in full)
 : -5.6	-1.1	0.5%	-0.1%	4.0%	0.1%	5.8	4.9%	-1.1%	0.6	-5.5%
CCOc1ccc(CN(C)CC(=O)Nc2cccc(S(=O)(=O)N(C)c3ccccc3)c2)cc1
 : -7.0	0.7	-0.1%	-1.4%	-0.7%	0.0%	3.9	3.0%	-0.5%	-28.7	0.2%
CC(=O)OC1CCC2C3CCc4cc(O)ccc4C3CCC12C (stereo not given)
 : -24.6	3.5	.	5.4%	.	.	7.0	.	.	1.7	.
Cc1ccc(OCC(=O)N/N=C\c2c(C)n(C)c3ccccc23)c([N+](=O)[O-])c1
 : -7.1	-2.2	-0.9%	-17.4%	-8.8%	0.7%	3.0	8.2%	-5.0%	-10.1	-5.9%
COC(=O)/C(=C\Nc1ccc(Cl)cc1Cl)NC(=O)c1ccccc1
 : -5.2	0.6	.	8.0%	.	.	4.1	-1.7%	0.7%	-5.5	.

(further entries)
Order of results: Giardia killer	FBPA coupling cs	B2AR arrestin	uPA generation	BCR signal inh	USP2a block	KCNH2 WT inh	PKM2 activator	GALK inh	KCNH2 3.1 inh	Eya2 phos inh
CCCC(c1nnnn1C1CCCCC1)N1CCN(c2ncccn2)CC1 (stereo not given)
 : -20.4	2.2	-0.5%	-5.7%	0.6%	0.3%	-5.1	-1.5%	7.5%	3.9	9.3%
CCOC(=O)c1cc2ccc(OC)cc2oc1=O
 : 5.7	0.3	-0.4%	-0.1%	0.3%	1.4%	-0.5	-9.8%	-2.4%	3.4	10.7%
COC(=O)C1(C)NC(c2ccccc2C)C2C(=O)N(c3ccccc3)C(=O)C21 (stereo not given)
 : 7.1	-2.6	-0.4%	-26.4%	1.9%	-0.7%	3.2	-0.6%[11.5 µM]	-1.1%	-8.9	4.6%
COc1cc(/C=C2\SC(=S)N(CCC(=O)NC3CCCC3)C2=O)cc(OC)c1OC
 : -1.4	0.5	-0.4%	-4.2%	0.1%	1.1%	1.6	.	-2.6%	-4.5	2.5%
Cc1ccc(C23CC4CC(CC(NC(=O)NC(C)(C)CO)(C4)C2)C3)cc1
 : 1.5	5.3	0.0%	-3.8%	22.5%	0.4%	0.3	6.8%	-0.1%	-5.1	-9.5%
Oc1ccc(N2CCN(CC(O)c3ccccc3)CC2)cc1 (stereo not given)
 : -22.3	-18.8	0.0%	-10.2%	-7.1%	4.5%	1.4	-1.6%	-1.1%	-5.8	4.5%
O=C(Nc1cc(C(F)(F)F)ccc1N1CCOCC1)c1cccs1
 : -15.5	-1.3	0.3%	-1.6%	?	3.9%	-7.1	-1.4%	0.6%	4.5	-4.7%
O=C(CSc1ccc(Cl)cc1)NC1CCCC1
 : 0.6	2.9	0.0%	0.2%	-0.4%	0.6%	1.5	1.0%	0.4%	-6.0	2.5%
O=C(CSC(=S)N1CCCC1)NCC(=O)Nc1ccccc1Br
 : -23.5	.	-0.1%	4.7%	1.4%	-0.1%	-0.9	.	.	-9.0	4.6%
CCOC(=O)C1CCN(S(=O)(=O)c2ccc3c(c2)NC(=O)CS3)CC1
 : 10.0	.	-0.7%	-5.0%	0.2%	1.8%	7.3	.	-1.7%	-24.1	-3.3%
Cc1cc(C)c(C#N)c(SCC(=O)c2ccccc2)n1
 : 0.9	-0.8	-0.2%	4.0%	-0.3%	1.8%	15.5	-2.2%	4.4%	16.6	1.5%
COc1ccccc1C(=O)NC(CCSC)C(=O)NNC(=O)c1ccccc1O (stereo not given)
 : 10.9	.	0.4%	-9.3%	?	3.2%	-7.8	.	.	12.4	-2.7%
N#CCSc1nnc(-c2ccccc2O)n1CCc1ccccc1
 : -20.1	4.3	-1.0%	0.9%	?	3.2%	-25.1	-2.8%	0.7%	-3.0	8.3%
COc1ccc(NC(=O)NCCCCc2ccccc2)cc1
 : -10.1	.	-0.3%	-7.1%	1.8%	4.3%	-3.2	2.2%	-6.9%	9.8	-9.9%

5 entries from above in a different format.
| mol | Giardia killer | FBPA coupling cs | B2AR arrestin | uPA generation | BCR signal inh | USP2a block | KCNH2 WT inh | PKM2 activator | GALK inh | KCNH2 3.1 inh | Eya2 phos inh |
| --- | --- | --- | --- | --- | --- | --- | --- | --- | --- | --- | --- |
| CCOC(=O)c1cc(-c2csc(Nc3ccccc3Cl)n2)on1 | 3.4 | -0.2 | -0.2% | 0.4% | -6.4% | 1.1% | -0.5 | -3.6% | 0.1% | -26.0 | -12.9% |
| N#CCSc1nnc(-c2ccccc2O)n1CCc1ccccc1 | -20.1 | 4.3 | -1.0% | 0.9% | ? | 3.2% | -25.1 | -2.8% | 0.7% | -3.0 | 8.3% |
| Cc1ccc(OCC(=O)N/N=C\c2c(C)n(C)c3ccccc23)c([N+](=O)[O-])c1 | -7.1 | -2.2 | -0.9% | -17.4% | -8.8% | 0.7% | 3.0 | 8.2% | -5.0% | -10.1 | -5.9% |
| O=C(CN1c2cccc3cccc(c23)S1(=O)=O)NCc1ccc(F)cc1 | 2.8 | . | -1.0% | 0.2% | -4.4% | 3.1% | 6.1 | . | . | 35.1 | 0.1% |
| COC(=O)/C(=C\Nc1ccc(Cl)cc1Cl)NC(=O)c1ccccc1 | -5.2 | 0.6 | . | 8.0% | . | . | 4.1 | -1.7% | 0.7% | -5.5 | . |

Screening data from PubChem.

Rows were taken by chance; any-hit rate near 2.4%.
